PKA-R1A activ – activators of PKA-R1A complex; P00514+P68181; PKA-R1A dissociation, Cy5-IP20 fluorescence polarization; scaled: DMSO 0%, 113 µM cGMP 100%; activation, % at 11.4 µM; hit rate 0.083% among 340,000; AID 504707;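 active = percent activation above the mean of all tested compounds plus 3 SD, cut at about 19% in these data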;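 also: higher means more PKAc released from R1A so a rise in polarization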
MOR-DOR inv ag – inverse agonists of human mu-delta opioid receptor heterodimerization. hit rate 0.21% among 340,000. inhibition, % at 9.3 µM. cell-based MOR-DOR heterodimer luminescence, inverse agonism. AID 504357; in the data active = inhibition above about 22%, passing the limit was not always enough;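 also: 0% = cells with DMSO and 100% = wells without cells with DMSO; values of inactives mirror those of a sister screen read the other way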
V-ATPase pH – alters yeast V-ATPase proton transport. S. cerevisiae, pHLuorin cytosolic pH fluorescence. response, % at 10 µM. hit rate 0.37% among 350,000. AID 504577; in the data active = response mostly above about 7.3%, no sharp cut-off; inactive = mostly below about 5.4%; also: actives read high; inactives centre near 0; some compounds called inactive have numbers as strong as hits; reference of the scale not given here
Arrestin-AP2 inh – inhibitors of human beta-arrestin and AP2 interaction | FITC-arrestin peptide / GST-AP2 beads, flow cytometry; AP2 beta2 appendage carries R879A mutation | inhibition, % at 10 µM | hit rate 0.31% among 340,000 | AID 504490;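 active = inhibition above a set limit, near 3 SD of compounds lacking own fluorescence, cut at about 54% in these data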;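 also: plate controls were DMSO wells for no effect and 5 µM unlabelled arrestin peptide for full effect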
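Assay system: GST-AP2 R879A bound to glutathione beads, E. coli-expressed; Medium: PBS with 0.05% Tween 20 and 0.1% BSA; Also added: fluorescein-tagged arrestin peptide at 50 nM final; Timing: 12 min plus 1 h, RT; Measured by: flow cytometry, FL1 (488/535 nm); Evaluation: percent drop in bead-associated FITC signal.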
MOR-DOR ag – OPRM1-OPRD1 heterodimerization agonism. P35372+P41143. cells, luminescence. activation, % at 9.3 µM. hit rate 0.3% among 340,000. AID 504326; in the data active = activation above about 18%;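 also: 0% = vehicle-treated cells and 100% = reference agonist; values of inactives mirror those of a sister screen read the other way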
DAGLB inhibitor – diacylglycerol lipase beta (human) inhibition; inhibition, % at 5.17 µM; AID 504411; hit rate 0.059% among 340,000; Q8NCG7; HEK293T DAGLB membrane lysate, EnzChek fluorogenic substrate; in the data active = inhibition above about 34%;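 also: 0% = enzyme with vehicle and 100% = wells lacking enzyme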
PKA-R2B activ – activators of human PKA-R2B complex. PKA-R2B holoenzyme dissociation, Cy5-IP20 fluorescence polarization; R2B truncated from residue 108, S112A mutant; 0% DMSO only, 100% 113 µM cGMP. hit rate 0.079% among 340,000. activation, % at 11.4 µM. AID 504700;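 active = activation above a cutoff set at the mean over all compounds plus 3 SD, cut at about 18% in these data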;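 also: higher means more holoenzyme dissociation and a rise in polarization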
Target sequence (P31323 whole entry, looked up, other chains not shown, the tested form may be a part): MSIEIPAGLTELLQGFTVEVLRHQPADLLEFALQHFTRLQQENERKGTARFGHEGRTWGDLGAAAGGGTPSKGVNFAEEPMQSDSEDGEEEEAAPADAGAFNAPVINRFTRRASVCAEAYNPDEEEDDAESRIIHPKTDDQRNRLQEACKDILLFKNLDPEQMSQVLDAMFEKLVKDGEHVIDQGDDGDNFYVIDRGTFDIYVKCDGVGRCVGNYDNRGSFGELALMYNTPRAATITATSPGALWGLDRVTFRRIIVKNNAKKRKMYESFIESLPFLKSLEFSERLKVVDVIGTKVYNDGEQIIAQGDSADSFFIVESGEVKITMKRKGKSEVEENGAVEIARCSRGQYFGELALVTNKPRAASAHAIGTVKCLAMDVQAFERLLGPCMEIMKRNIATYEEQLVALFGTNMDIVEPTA
Pemphigus Ab inh – blocks pemphigus antibody binding to human desmoglein-3 | P32926 | DSG3-coupled beads, scFv-anti-DSG3-GFP binding, flow cytometry; active compounds read low | binding (percent of control), % at 10 µM | hit rate 0.48% among 310,000 | AID 588358;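 active = binding more than 3 SD below its plate's average and above zero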;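 also: hits lower antibody fragment binding to DSG3; some compounds called inactive have numbers as strong as hits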
HTR5A inv ag – counter-screen for OPRM1-OPRD1 inverse agonists: human HTR5A inverse agonism. HTR5A cell line, luminescence. inhibition, % at 9.3 µM. hit rate 0.083% among 340,000. AID 504634; in the data active = inhibition mostly above about 23%, no sharp cut-off; inactive = mostly below about 18%;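 also: 0% = cells with DMSO and 100% = no-cell wells with DMSO; some compounds called inactive have numbers as strong as hits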
Target sequence (P47898 whole entry, looked up): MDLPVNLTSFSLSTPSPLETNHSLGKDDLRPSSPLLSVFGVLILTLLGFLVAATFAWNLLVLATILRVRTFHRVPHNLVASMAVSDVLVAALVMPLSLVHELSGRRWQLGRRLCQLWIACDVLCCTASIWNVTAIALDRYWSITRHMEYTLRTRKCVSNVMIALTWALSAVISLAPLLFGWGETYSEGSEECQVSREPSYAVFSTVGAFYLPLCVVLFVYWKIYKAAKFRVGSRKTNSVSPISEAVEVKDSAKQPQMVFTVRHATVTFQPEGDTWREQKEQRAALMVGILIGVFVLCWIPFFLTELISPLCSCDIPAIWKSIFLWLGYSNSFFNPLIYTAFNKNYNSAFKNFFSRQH
HTR5A ag ctr – counter-screen for OPRM1-OPRD1 agonists: human HTR5A agonism | hit rate 0.61% among 340,000 | P47898 | HTR5A agonist assay, luminescence, cell-based | activation, % at 9.3 µM; in the data active = activation mostly above about 9.5%, no sharp cut-off; inactive = mostly below about 7.6%;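 also: 0% = cells with vehicle only and 100% = reference agonist; strong numbers were not always called active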
Numbers without * were called inactive; nt = not tested or not shown.

SMILES | PKA-R1A activ | MOR-DOR inv ag | V-ATPase pH | Arrestin-AP2 inh | MOR-DOR ag | DAGLB inhibitor | PKA-R2B activ | Pemphigus Ab inh | HTR5A inv ag | HTR5A ag ctr
COc1cccc(-c2nnc(SCc3nc4ccccc4[nH]3)n2N)c1 | -9 | -17 | -1 | -6 | 2.9 | 1 | -11 | 94 | -23 | 9
Cc1cc(C)nc(NS(=O)(=O)c2ccc(N3Cc4ccccc4C3=O)cc2)n1 | 3 | -8 | 3 | -2 | 1.1 | 1 | -5 | 108 | 15 | -5
CC1(c2ccccc2)NC(=O)N(CC(=O)NCCN2C(=O)S/C(=C\c3cccnc3)C2=O)C1=O (configuration not stated) | -8 | 5 | -2 | 3 | -1.2 | 3 | 2 | 110 | 4 | -2
COc1ccc(C)cc1N(C)C(=O)Cc1c(C(=O)O)n(C)c2ccccc12 | 11 | 9 | -1 | 1 | -1.9 | 3 | -5 | 102 | -23 | 6
Cc1ccc(Cl)cc1N1CCN(C(=O)CCC(=O)O)CC1 | -3 | 9 | -2 | 5 | -1.7 | -1 | -2 | 103 | -30 | 8
CC(=O)c1cccc(S(=O)(=O)N2CCC(C(=O)Oc3ccc(-c4nnco4)cc3)CC2)c1 | 1 | 15 | 3 | 1 | -3.1 | 1 | -9 | 121 | -1 | 0
CCN(CCNC(=O)C1=C(C)C(=O)OC12CCC(C)CC2)c1ccccc1 (configuration not stated) | -6 | -8 | 1 | -1 | 1.5 | 2 | 8 | 94 | -16 | 2
COc1ccc(-n2c(SC(C)C(=O)N3CCOCC3)nc3ccccc3c2=O)cc1 (configuration not stated) | 3 | 7 | -4 | -2 | -1.3 | 0 | -4 | 98 | 11 | 0
CCCOc1ccc(/C=C/C(=O)N2CCN(C(=O)c3ccco3)CC2)cc1OC | 11 | nt | -4 | nt | nt | 0 | -7 | 105 | nt | nt
CCCOC(=O)c1ccc(Oc2c(-c3ccc(OCC)cc3O)n[nH]c2C)cc1 | -9 | -93 | 1 | 7 | 16 | -5 | -6 | 97 | -8 | 9
CCOC(=O)CSc1nc2ccccc2c(=O)n1Cc1ccco1 | -3 | -4 | 2 | -1 | 0.7 | -3 | 5 | 81 | -7 | 3
Cn1c(CNC(=O)c2ccco2)nnc1SCC(=O)N1CCN(c2ccccc2)CC1 | 2 | -16 | -4 | 26 | 2.0 | 1 | 2 | 107 | -1 | 0
Cc1cc(C)n2nc(SC(C)C(=O)N(C)C3CCCCC3)nc2n1 (configuration not stated) | -2 | 13 | 9 | 0 | -2.6 | 0 | -6 | 122 | 8 | -2
COC(=O)CCc1c(C)c(C(=O)c2ccc(F)cc2)c2ccccn12 | -17 | 4 | 0 | -3 | -0.7 | 0 | 3 | 100 | 9 | -4
CC(=O)c1cccc(NC(=O)c2ccc3c(c2)C(=O)N(Cc2cccnc2)C3=O)c1 | 2 | 14 | 0 | 28 | -2.0 | -2 | 11 | 104 | -6 | -3
CCOCCCNCC(O)c1ccccc1 (configuration not stated) | -7 | 14 | 0 | 2 | -2.7 | 0 | -6 | 131 | -7 | 0
CCCc1cc(=O)n2[nH]c(NCc3c(F)cccc3Cl)nc2n1 | 33* | 5 | -1 | 1 | -1.0 | -1 | 32* | 100 | -5 | 2
O=C(NC1CCCCC1)C(c1ccc(F)cc1)N(C(=O)c1csnn1)C1CC1 (configuration not stated) | -1 | -3 | 11 | -5 | 0.4 | -2 | -7 | 106 | -31 | 11
CC(C)(C)c1ccc(-n2ncc3c2CCCC3NC(=O)CCn2cncn2)cc1 (configuration not stated) | 4 | 16 | 0 | 16 | -2.4 | 2 | 2 | 101 | -12 | 5
Cn1c(C(=O)N2CCCC(C(=O)O)C2)cc2sccc21 (configuration not stated) | -7 | 1 | 3 | 0 | -0.2 | 2 | 6 | 107 | -2 | 2
Cc1nc2cc(C(=O)NCc3cccnc3)ccc2n1-c1ccc(F)cc1F | -2 | 5 | 0 | -6 | -0.7 | 3 | 4 | 101 | -9 | 4
O=C(COc1ccccc1)NCc1cccs1 | -4 | 8 | -2 | 23 | -1.4 | 2 | -3 | 121 | -21 | 0
COc1ccc(C/C(C)=N/NC(=O)C2COc3ccccc3O2)cc1 (configuration not stated) | -12 | 10 | 6 | 9 | -1.9 | -1 | 0 | 96 | -1 | 1
COc1cc(F)ccc1CN1CCC(C(=O)Nc2ccc(Oc3ccccc3)nc2)CC1 | 2 | 7 | -1 | 3 | -1.5 | 1 | -3 | 105 | -19 | -2
CC[C@]12c3[nH]c4ccc(Cl)cc4c3CCN1C(=O)[C@@H](CC(=O)NCC13CC4CC(CC(C4)C1)C3)C[C@@H]2C(=O)N1CCN(C(=O)C2CC2)CC1 | 1 | 15 | 2 | 6 | -3.1 | 3 | -8 | 102 | -9 | 3
CC[n+]1c(/C=C/N(C)c2ccccc2)oc2ccc(F)cc21 | 1 | -22 | -3 | 30 | 4.1 | -2 | -3 | 270 | 14 | -6
CC1(C)CC(=O)C(C(=O)/C=C/c2ccco2)C(=O)C1 | -8 | 13 | 4 | 2 | -2.5 | 0 | -1 | 104 | -25 | -2
CN(C)CCNc1c2c(c(C#N)c3nc4ccccc4n13)CCCC2 | 1 | 5 | -3 | -6 | -0.8 | -2 | -4 | nt | 5 | -1
O=C(c1cc(C2CC2)nn1-c1ccccc1)N1CCN(Cc2ccc(Cl)cc2)CC1 | -11 | -7 | -6 | -1 | 1.8 | -9 | -11 | nt | -5 | 2
C/C(=N\Nc1ccc(Cl)c(C(=O)O)c1)c1ccc(Br)s1 | -8 | 18 | 1 | 5 | -4.0 | 6 | 8 | 100 | 3 | -1
COc1cc(C(C)=O)ccc1OCC(=O)N1CCc2ccccc2C1 | -7 | -2 | -3 | 23 | 0.2 | 1 | 10 | 113 | -2 | 1
CCCCNC(=S)N(C)/N=C/c1c(F)cccc1F | -15 | 1 | -3 | -11 | -0.1 | -13 | -8 | 90 | -5 | 2
Cc1ccc([C@@H]2C[C@H]3[C@@H](CN2S(=O)(=O)c2ccc(C)cc2)C(=O)C[C@@H](c2ccc(Cl)cc2)N3S(=O)(=O)c2ccc(C)cc2)cc1 | -1 | nt | 0 | nt | nt | -8 | -4 | 97 | nt | nt
CC(=O)Nc1ccc(S(=O)(=O)N(C)c2ccc(O)cc2)cc1 | 4 | -6 | 0 | 4 | 1.1 | -2 | 13 | 107 | 11 | -2
Cc1ccc(C(=O)Nc2scc(-c3ccccc3)c2C(=O)O)o1 | -5 | 3 | -1 | 5 | -0.6 | 3 | -10 | 124 | -9 | -1
O=C(Cc1ccc(Br)cc1)Nc1ccc2[nH]ncc2c1 | -5 | 23 | -2 | 22 | -4.6 | 0 | -1 | 112 | -10 | 3
COCCC(=O)N1CCC(Oc2ccc(C(=O)NC3CCOC(C)(C)C3)cc2)CC1 (configuration not stated) | -5 | 15 | 0 | -7 | -2.8 | 2 | 3 | nt | 10 | 4
C[C@H](CO)N1C[C@H](C)[C@@H](CN(C)C(=O)Nc2ccc3c(c2)OCO3)Oc2ccc(NC(=O)NC3CCCCC3)cc2C1=O | -6 | 7 | 3 | -3 | -1.3 | -3 | 5 | 96 | 5 | 4
Cn1c(CCNC(=O)C(C)(C)C)nc2ccccc21 | -4 | 12 | 5 | 3 | -2.0 | 0 | 3 | nt | -11 | 2
NC(=O)NC(=O)C(c1ccccc1)N1CCN(S(=O)(=O)Cc2ccccc2)CC1 (configuration not stated) | 1 | 20 | -2 | 26 | -5.1 | -2 | -5 | nt | 9 | -1
CCCOc1ccc(N2C(=O)CC(SC(=N)N3N=C(c4ccccc4)CC3c3ccccc3)C2=O)cc1 (configuration not stated) | 0 | -10 | -2 | 9 | 2.0 | -9 | -4 | 92 | -12 | -5
O=C1CCN(C(=O)Nc2cccc(Cl)c2)N1 | 2 | 2 | 2 | 6 | -0.5 | -1 | -6 | 113 | 18 | 11*
CC(=O)Nc1cccc(C(=O)OC(C)C(=O)NCc2ccc3c(c2)OCO3)c1 (configuration not stated) | -4 | 9 | 3 | 8 | -1.3 | 2 | -4 | 110 | -5 | 2
O=S(=O)(NCc1nc(-c2ccccc2)no1)c1ccc(F)cc1 | 0 | -5 | -5 | 16 | 0.9 | 1 | -1 | 103 | -16 | 3
C/C(Cc1ccccc1)=N\NC(=O)CNC(=O)c1ccccc1Cl | 3 | 12 | 9 | 2 | -2.4 | 0 | -9 | 102 | -7 | -2
CC(=O)Nc1ccc(S(=O)(=O)N[C@@H](C)C(=O)OCC(=O)c2ccc[nH]2)cc1 | -5 | 10 | -4 | -6 | -1.9 | 3 | -2 | 93 | -7 | 2
Cc1c(C(=O)O)c2cc(O)ccc2n1-c1ccccc1 | -2 | 7 | -1 | 3 | -1.2 | 3 | -11 | 99 | -11 | 4
COc1ccc(N2CCN(C3CC(=O)N(C)C3=O)CC2)cc1 (configuration not stated) | 5 | -2 | -2 | -5 | 0.4 | 1 | 7 | 75 | 0 | 0
CCN(CC(=O)Nc1ccccc1C(F)(F)F)C(=O)CCS(=O)(=O)c1ccc(Cl)cc1 | 3 | -6 | -1 | 17 | 1.1 | 1 | 10 | 98 | 25 | 14
CCn1ccnc1C(O)c1cccc(OC)c1OC (configuration not stated) | -5 | -2 | 6 | -2 | 0.3 | -6 | 7 | 109 | 6 | -2

Next section
SMILES | PKA-R1A activ | MOR-DOR inv ag | V-ATPase pH | Arrestin-AP2 inh | MOR-DOR ag | DAGLB inhibitor | PKA-R2B activ | Pemphigus Ab inh | HTR5A inv ag | HTR5A ag ctr
Cc1c(C)c2ccc(OCC(=O)N3CCOCC3)c(C)c2oc1=O | -13 | 3 | 2 | 27 | -0.6 | 1 | -3 | 119 | 11 | -4
Cc1ccc(OCC(=O)O)c(O)c1 | 0 | 15 | -6 | 11 | -3.2 | 2 | -7 | nt | -1 | 0
COc1ccc(N(C(=O)c2ccc3c(c2)OCO3)C2C=CS(=O)(=O)C2)c(OC)c1 (configuration not stated) | -3 | 5 | 0 | -11 | -1.0 | 1 | -2 | 103 | 16 | 4
N#Cc1c(SCC(N)=O)nc2c(c1-c1ccncc1)CCCC2 | 13 | 10 | 0 | -7 | -2.1 | 0 | 2 | 95 | -11 | 1
COc1ccc(OCc2n(CC(=O)OC3CC(C)CCC3C(C)C)c3ccccc3[n+]2C)cc1 (configuration not stated) | -3 | -17 | -4 | -1 | 3.3 | 5 | 3 | 101 | -58 | 21*

Part of the list above, with values under each structure.
Under each structure – PKA-R1A activ | MOR-DOR inv ag | V-ATPase pH | Arrestin-AP2 inh | MOR-DOR ag | DAGLB inhibitor | PKA-R2B activ | Pemphigus Ab inh | HTR5A inv ag | HTR5A ag ctr
Cn1c(CNC(=O)c2ccco2)nnc1SCC(=O)N1CCN(c2ccccc2)CC1
 : 2 | -16 | -4 | 26 | 2.0 | 1 | 2 | 107 | -1 | 0
O=C(COc1ccccc1)NCc1cccs1
 : -4 | 8 | -2 | 23 | -1.4 | 2 | -3 | 121 | -21 | 0
CCN(CC(=O)Nc1ccccc1C(F)(F)F)C(=O)CCS(=O)(=O)c1ccc(Cl)cc1
 : 3 | -6 | -1 | 17 | 1.1 | 1 | 10 | 98 | 25 | 14
COc1ccc(N(C(=O)c2ccc3c(c2)OCO3)C2C=CS(=O)(=O)C2)c(OC)c1 (configuration not stated)
 : -3 | 5 | 0 | -11 | -1.0 | 1 | -2 | 103 | 16 | 4

Bioassay records from PubChem BioAssay.
